High-throughput results as filed in PubChem.
PRMT1 inh – blocks human protein arginine methyltransferase 1 | actives 1.3% (n = 370,000) | recombinant PRMT1, activity-based probe fluorescence polarization | inhibition, % at 2.79 µM | Q99873;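 active means inhibition above about 21% made by adding two undisclosed values, limit read from the data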
HTRA1 inh – HTRA1 (human) protease inhibition. Q92743. recombinant HTRA1, FP-rhodamine activity-based probe, fluorescence polarization. inhibition, % at 5.96 µM. actives 0.5% (n = 340,000). AID 504803; in the data active means inhibition above about 36%;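 further: 0% = enzyme with DMSO and 100% = wells lacking enzyme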
Tn7 DDE FP – DD(E)-Tn7 binding inhibition, primary FP screen; P02675; FP displacement of FITC-Tn7 peptide from fibrin DD(E); 0% = median of compound wells per plate; inhibition, % at 8.3 µM; actives 0.13% (n = 370,000); AID 720508;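 active means inhibition above the mean of compounds falling within the control limits plus 3 SD of them, cut at about 14% in these data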;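 further: 0% = plate median of compound wells and 100% = 10 µM Aha-Tn7 peptide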
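Assay system: human fibrin DD(E). Input: DD(E) 2 µM final. Medium: Tris buffer with calcium and detergent, pH 7.8. Compound dosing: single point at 8.3 µM. Timing: 10 min plus 3 h, room temperature. Technique: fluorescence polarization of the labelled Tn7 tracer. Read-out: percent inhibition. Replicates: singlicate testing.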
LEDGF integ inh – blocks HIV-1 LEDGF/p75-dependent DNA integration; TR-FRET IN-LEDGF/p75 DNA integration, Eu/Cy5; inhibition, % at 3.7 µM; actives 0.64% (n = 370,000);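 active means inhibition above the screen-wide mean plus 3 SD, cut at about 13% in these data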;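 further: signal is the Cy5 over europium emission ratio at 671 and 618 nm; 0% = plate median of compound wells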
UHRF1 MBD2 ctr – blocks human UHRF1 binding to methylated DNA; Q96T88; inhibition, % at 4.4 µM; UHRF1 binding to methylated oligo, TR-FRET; actives 0.75% (n = 370,000); AID 687016; in the data active means inhibition above about 21%;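 further: UHRF1 SRA domain binding a hemimethylated CpG hairpin DNA probe; 0% = median of test compound wells and 100% = reference inhibitor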
Target sequence (Q96T88 whole entry, looked up, the tested form may be a part): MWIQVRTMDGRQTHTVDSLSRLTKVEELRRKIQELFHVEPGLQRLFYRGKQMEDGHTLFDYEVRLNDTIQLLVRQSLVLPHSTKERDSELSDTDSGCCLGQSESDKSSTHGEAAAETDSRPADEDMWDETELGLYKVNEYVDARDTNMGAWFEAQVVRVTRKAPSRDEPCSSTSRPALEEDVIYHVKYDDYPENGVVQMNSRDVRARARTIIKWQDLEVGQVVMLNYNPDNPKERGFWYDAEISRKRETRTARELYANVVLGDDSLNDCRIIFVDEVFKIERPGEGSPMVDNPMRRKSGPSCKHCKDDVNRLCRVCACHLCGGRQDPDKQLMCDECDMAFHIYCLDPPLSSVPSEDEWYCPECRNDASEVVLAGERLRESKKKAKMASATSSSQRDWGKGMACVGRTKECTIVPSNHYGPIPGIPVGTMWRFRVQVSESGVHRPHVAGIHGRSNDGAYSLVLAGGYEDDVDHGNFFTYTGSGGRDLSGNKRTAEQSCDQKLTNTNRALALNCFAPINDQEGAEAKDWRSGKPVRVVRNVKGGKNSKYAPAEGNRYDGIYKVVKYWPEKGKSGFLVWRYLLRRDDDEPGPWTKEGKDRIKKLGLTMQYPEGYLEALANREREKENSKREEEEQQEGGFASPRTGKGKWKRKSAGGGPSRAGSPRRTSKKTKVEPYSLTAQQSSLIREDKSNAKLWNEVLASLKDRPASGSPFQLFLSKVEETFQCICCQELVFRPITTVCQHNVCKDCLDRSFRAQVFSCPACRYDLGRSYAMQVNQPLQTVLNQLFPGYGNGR
TDP2 inh – blocks human TDP2 phosphodiesterase activity; inhibition, % at 12.8 µM; O95551; AID 720702; recombinant TDP2, T5PNP hydrolysis, p-nitrophenol absorbance 415 nm; actives 0.34% (n = 370,000);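 active means inhibition above the mean of all tested compounds plus 3 SD, set per campaign, cut at about 25% in these data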;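 further: 0% = DMSO with enzyme and 100% = buffer with substrate but no TDP2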
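Assay system: recombinant human TDP2 / Reagent: T5PNP substrate at 5 mM, a TopII-DNA adduct mimic / Measured by: epi absorbance from released p-nitrophenol / Evaluation: % inhibition relative to enzyme-containing and enzyme-free wells / Control set: enzyme-free and DMSO wells / Replicates: each compound tested once, singlicate / Schedule: enzyme reaction with compound for 2 h at 37 °C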
TCR-CD3 inh – human TCR-CD3 binding inhibition; TAMRA-labeled TCR probe fluorescence, biochemical; inhibition, % at 9.4 µM; actives 0.37% (n = 360,000); in the data active means inhibition above about 19%;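 further: recombinant mutant TCR 2C K166C tagged with TAMRA read by polarization; 0% = receptor in buffer alone and 100% = receptor with positive control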
PG9 Ab binder – binds the HIV-1 gp120 antibody PG9 | TR-FRET gp120-PG9 antibody binding | inhibition, % at 6.7 µM | actives 0.43% (n = 360,000); in the data active means inhibition above about 8.5%
ABHD4 inh – inhibits mouse alpha/beta hydrolase domain 4; Q8VD66; purified mABHD4, FP-Rh probe fluorescence polarization; inhibition, % at 8.92 µM; actives 0.54% (n = 370,000);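 active means inhibition exceeding the mean over every tested compound plus 3 SD, cut at about 30% in these data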;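 further: 0% = plate median of compound wells and 100% = S159A mutant with DMSO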
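Doses – 8.92 µM, single dose · Material – wild-type mouse ABHD4 protein · Replication – single well per compound (singlicate) · Measure – percent inhibition of probe binding, normalized to plate controls · Schedule – 45 min compound pre-incubation plus 60 min probe step, 25 °C · Detection – fluorescence polarization with parallel and perpendicular emission, 525/598 nm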
SIAE inh – human SIAE inhibition, primary screen. AID 1053197. actives 0.69% (n = 370,000). Q9HAT2. inhibition, % at 9.66 µM. SIAE FP-Rh probe binding, fluorescence polarization;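 active means inhibition above a cutoff: mean of compounds within the control limits plus 3 SD of those, cut at about 17% in these data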;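 further: 0% = plate median of compound wells and 100% = probe without SIAE protein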
An asterisk follows results filed as active; . = no result given.

A first look (ten entries):
[1] COC1=CC(=O)c2nc(Cl)ccc2C1=O
[2] COc1cccc(-n2c(SCC(N)=O)nnc2-c2ccncc2)c1
[3] COCCCn1c(-c2ccccc2Cl)n[nH]c1=S
[4] N/C(=N\OC(=O)c1cc(-c2ccccc2)nc2ccccc12)c1ccccn1
[5] COc1ccc(/C=C/C(=O)Oc2ccc(/C=N/NC(=O)c3ccccc3)cc2)cc1OC
[6] COc1cccc(C(=O)NCC(=O)NCc2cc(=O)n(C)c(=O)n2C)c1OC
[7] CCCNC(=O)C(Cc1ccccc1)NC(=O)c1ccccc1 (centres undefined)
[8] COc1ccccc1N(CC(=O)Nc1ccc(C)cc1Cl)S(=O)(=O)c1cccs1
[9] CCOC(=O)COc1cc(OCC(=O)OCC)c2c(=O)cc(-c3ccccc3)oc2c1
[10] CC(=O)c1ccc(CC2SC(N)=NC2=O)cc1 (centres undefined)
screen / no.	1	2	3	4	5	6	7	8	9	10
PRMT1 inh	3	-3	1	-5	-3	0	-3	2	-2	-3
HTRA1 inh	.	3	4	-10	-1	3	-8	-26	-12	3
Tn7 DDE FP	-8	-6	3	1	0	-4	-6	1	0	-1
LEDGF integ inh	32*	1	1	4	-2	-5	12	2	13	-3
UHRF1 MBD2 ctr	11	-2	4	5	-4	3	3	1	0	0
TDP2 inh	85*	-1	2	-1	-4	-13	-21	-2	-5	16
TCR-CD3 inh	2	2	-4	-1	9	1	1	3	0	-1
PG9 Ab binder	-0.1	-2.3	1.2	-1.7	-3.0	-1.1	-2.5	0.5	1.8	-1.1
ABHD4 inh	15	1	12	5	-10	3	0	5	7	1
SIAE inh	5	-2	-2	0	-1	-4	-8	-6	-3	0

Main list, from the first entry:
[1] COC1=CC(=O)c2nc(Cl)ccc2C1=O
[2] COc1cccc(-n2c(SCC(N)=O)nnc2-c2ccncc2)c1
[3] COCCCn1c(-c2ccccc2Cl)n[nH]c1=S
[4] N/C(=N\OC(=O)c1cc(-c2ccccc2)nc2ccccc12)c1ccccn1
[5] COc1ccc(/C=C/C(=O)Oc2ccc(/C=N/NC(=O)c3ccccc3)cc2)cc1OC
[6] COc1cccc(C(=O)NCC(=O)NCc2cc(=O)n(C)c(=O)n2C)c1OC
[7] CCCNC(=O)C(Cc1ccccc1)NC(=O)c1ccccc1 (centres undefined)
[8] COc1ccccc1N(CC(=O)Nc1ccc(C)cc1Cl)S(=O)(=O)c1cccs1
screen / no.	1	2	3	4	5	6	7	8
PRMT1 inh	3	-3	1	-5	-3	0	-3	2
HTRA1 inh	.	3	4	-10	-1	3	-8	-26
Tn7 DDE FP	-8	-6	3	1	0	-4	-6	1
LEDGF integ inh	32*	1	1	4	-2	-5	12	2
UHRF1 MBD2 ctr	11	-2	4	5	-4	3	3	1
TDP2 inh	85*	-1	2	-1	-4	-13	-21	-2
TCR-CD3 inh	2	2	-4	-1	9	1	1	3
PG9 Ab binder	-0.1	-2.3	1.2	-1.7	-3.0	-1.1	-2.5	0.5
ABHD4 inh	15	1	12	5	-10	3	0	5
SIAE inh	5	-2	-2	0	-1	-4	-8	-6

One compound at a time (already shown).
Results for COC1=CC(=O)c2nc(Cl)ccc2C1=O = PRMT1 inh = 3; HTRA1 inh = .; Tn7 DDE FP = -8; LEDGF integ inh = 32*; UHRF1 MBD2 ctr = 11; TDP2 inh = 85*; TCR-CD3 inh = 2; PG9 Ab binder = -0.1; ABHD4 inh = 15; SIAE inh = 5
Results for N/C(=N\OC(=O)c1cc(-c2ccccc2)nc2ccccc12)c1ccccn1 = PRMT1 inh = -5; HTRA1 inh = -10; Tn7 DDE FP = 1; LEDGF integ inh = 4; UHRF1 MBD2 ctr = 5; TDP2 inh = -1; TCR-CD3 inh = -1; PG9 Ab binder = -1.7; ABHD4 inh = 5; SIAE inh = 0

The list goes on:
[9] CCOC(=O)COc1cc(OCC(=O)OCC)c2c(=O)cc(-c3ccccc3)oc2c1
[10] CC(=O)c1ccc(CC2SC(N)=NC2=O)cc1 (centres undefined)
[11] CC(=O)Nc1ccc(SCC(=O)c2ccc(Br)s2)cc1
[12] O=C(NCc1nc2ccccc2[nH]1)C1=C[C@H](c2coc3ccccc3c2=O)C[C@H](OCCCCO)O1
[13] CCN(CC)CCNC(=O)C(Oc1ccccc1)Oc1ccccc1
[14] CCn1c(CSc2ncn[nH]2)nc2cc(C(=O)O)ccc21
[15] O=C(NCCCN1CCN(Cc2ccccc2)CC1)C1CCN(S(=O)(=O)N2CCC3(CC2)OCCO3)CC1
[16] O=C(c1ccccc1)N1CCN(c2nc3ccc([N+](=O)[O-])cc3s2)CC1
screen / no.	9	10	11	12	13	14	15	16
PRMT1 inh	-2	-3	63*	2	0	-3	-3	8
HTRA1 inh	-12	3	-10	-11	2	10	7	-5
Tn7 DDE FP	0	-1	1	4	-4	-4	6	-4
LEDGF integ inh	13	-3	-1	5	-1	4	0	-5
UHRF1 MBD2 ctr	0	0	-1	5	2	3	-1	4
TDP2 inh	-5	16	6	0	6	-8	7	0
TCR-CD3 inh	0	-1	3	0	-9	8	6	-3
PG9 Ab binder	1.8	-1.1	1.1	-0.2	-1.2	0.6	-0.4	0.5
ABHD4 inh	7	1	-2	-14	2	2	-2	6
SIAE inh	-3	0	4	-5	0	7	12	-2

[17] Cc1cccc(C2c3[nH]c4ccccc4c3CCN2C(=O)c2cc(C(C)C)nc(N)n2)n1 (centres undefined)
[18] COCC1CCCCN1C(=O)C1CCN(c2nc(-c3ccccc3)nc3c2CCC3)CC1 (centres undefined)
[19] COCc1nnc(NC(=O)CS(=O)(=O)c2ccc(C)cc2)s1
[20] CCCCNC(=O)C1(C)CCCCCN1Cc1cccc2c(OC)cc(C(=O)OCC)cc12 (centres undefined)
[21] Cn1c(=O)c2c(nc(CN3CCN(C(=O)c4ccco4)CC3)n2CC(=O)C(C)(C)C)n(C)c1=O
[22] O=C(NCN1CCCCC1)c1cccnc1
[23] COc1ccc(C(=O)N(C)C2CCCCC2)cc1S(=O)(=O)N1CCOCC1
[24] COc1ccc(C(=O)Nc2cccc(C(=O)N3CCN(C)CC3)c2)cc1
screen / no.	17	18	19	20	21	22	23	24
PRMT1 inh	1	-3	0	3	1	0	2	0
HTRA1 inh	-8	-6	6	.	-1	3	-1	3
Tn7 DDE FP	4	-1	-4	1	5	2	1	-8
LEDGF integ inh	0	2	2	-4	0	-4	-2	1
UHRF1 MBD2 ctr	-3	-1	1	0	-1	-1	6	1
TDP2 inh	2	-8	7	1	3	0	14	12
TCR-CD3 inh	6	6	-2	-3	6	2	7	-1
PG9 Ab binder	-1.8	-0.1	-0.7	0.8	-1.1	-1.1	-0.2	-1.2
ABHD4 inh	6	-13	6	0	4	6	8	1
SIAE inh	3	-1	-5	-6	5	-8	3	0

[25] CCc1nnc(NS(=O)(=O)c2ccc(NC(=S)NC(=O)c3ccccc3)cc2)s1
[26] COc1ccc(NC(=O)c2ccccc2Cl)c(NC(=O)c2ccco2)c1
[27] O=C(CSc1ccc2c(c1)OCCO2)NC(=O)Cc1ccccc1
[28] COc1cc(C(=O)Nc2cccc(-c3nc4cc(C)ccc4o3)c2C)cc(OC)c1OC
[29] COC(=O)c1ccccc1NC(=O)NCC1CCCO1 (centres undefined)
screen / no.	25	26	27	28	29
PRMT1 inh	-3	1	0	-2	-1
HTRA1 inh	-16	-4	2	-4	-4
Tn7 DDE FP	5	2	8	-3	6
LEDGF integ inh	-1	1	-1	3	5
UHRF1 MBD2 ctr	16	-1	-1	2	-1
TDP2 inh	1	8	3	1	-1
TCR-CD3 inh	3	-1	0	3	2
PG9 Ab binder	-0.5	2.3	-0.6	12*	-2.7
ABHD4 inh	-4	5	5	2	-1
SIAE inh	-9	7	0	-9	2
